From PubChem BioAssay
Glioma ERSR ind = induces the endoplasmic reticulum stress response in human glioma cells | U87-MG GRP78 promoter luciferase reporter, 16 h | Potency, µM, inactives show top-dose activation, most hits filed as activators | 0.02% of 420,000 active; further: potency means the concentration at half of the fitted maximal effect; series mostly up to about 76 µM; % of control where 0% means no effect; nearly all actives have a fitted effect of over 35% in size
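Stably transfected U87-MG glioma cells carrying a GRP78-based luciferase sensor; 16 h compound incubation. Luminescence end-point read 10 min after Bright-Glo addition at room temperature.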
D1 potentiator = potentiators of human D1 dopamine receptor. P21728. HEK293 TREx D1 cells, calcium flux, dopamine EC20 potentiation. potentiation, % at 10 µM. 0.036% of 360,000 active; in the data active means potentiation above about 30%; further: 0% is about no effect
Target sequence (P21728 whole entry, looked up): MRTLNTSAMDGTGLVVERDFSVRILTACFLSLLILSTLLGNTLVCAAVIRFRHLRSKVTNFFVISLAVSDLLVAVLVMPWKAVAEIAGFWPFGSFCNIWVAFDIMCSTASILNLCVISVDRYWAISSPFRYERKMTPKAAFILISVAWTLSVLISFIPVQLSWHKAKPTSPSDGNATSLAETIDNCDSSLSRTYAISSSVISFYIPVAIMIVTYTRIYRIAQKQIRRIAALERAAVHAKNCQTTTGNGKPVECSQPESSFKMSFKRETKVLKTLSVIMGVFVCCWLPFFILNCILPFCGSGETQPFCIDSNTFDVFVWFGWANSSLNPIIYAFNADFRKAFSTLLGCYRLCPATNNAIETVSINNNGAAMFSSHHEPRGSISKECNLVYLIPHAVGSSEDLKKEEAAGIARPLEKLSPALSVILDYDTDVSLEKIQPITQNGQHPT
RXFP1 ag = agonists of human relaxin receptor RXFP1; Q9HBX9; HEK293T-RXFP1 cAMP TR-FRET, 30 min; response scale: percent of porcine relaxin response, buffer zero; Potency, µM (titrated, usually from 57.5 µM), without a hit: at the highest dose activation, most hits filed as activators; 0.3% of 370,000 active; further: potency means the concentration at half of the fitted maximal effect; on the % scale 0 is the no-effect control and ±100 the full control effect; nearly all actives have a fitted effect of over 60% in size; many of its hits are not listed in these tables
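HEK293 cells stably expressing RXFP1, treated 30 min at 37C with compounds plus PDE4 inhibitor Ro 20174; cAMP measured by HTRF TR-FRET. Normalized to buffer and 29 nM porcine relaxin; EC50 by Hill fit.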
Vif-A3G inh = inhibitors of Vif-APOBEC3G interaction. Q9HC16. HeLa A3G-eYFP + Vif (tagged APOBEC3G with the HIV-1 protein that degrades it), YFP fluorescence, overnight. Potency, µM (doses to about 46.1 µM), for inactives: top-dose activity, negative = active, hits mostly inhibitors. 0.076% of 410,000 active. AID 602310;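 further: potency means the concentration at half of the fitted maximal effect; on the % scale 0 is the no-effect control and ±100 the full control effect; nearly all actives have a fitted effect of over 60% in size; hits raise eYFP signal because A3G escapes Vif-driven loss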
Target sequence (Q9HC16 whole entry, looked up): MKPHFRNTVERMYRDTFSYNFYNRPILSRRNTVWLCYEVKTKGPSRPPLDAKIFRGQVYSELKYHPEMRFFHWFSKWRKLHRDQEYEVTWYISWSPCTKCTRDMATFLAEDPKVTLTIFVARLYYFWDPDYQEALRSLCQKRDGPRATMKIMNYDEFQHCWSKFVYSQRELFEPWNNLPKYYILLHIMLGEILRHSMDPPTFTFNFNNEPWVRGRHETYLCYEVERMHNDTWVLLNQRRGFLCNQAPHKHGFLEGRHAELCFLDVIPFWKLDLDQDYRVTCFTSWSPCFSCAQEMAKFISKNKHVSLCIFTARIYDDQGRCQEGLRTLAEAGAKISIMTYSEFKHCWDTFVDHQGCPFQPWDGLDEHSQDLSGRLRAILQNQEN
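Read-out is eYFP fluorescence (Ex 488/Em 500-530) from Vif-expressing HeLa A3G-eYFP cells; more signal means A3G escaped Vif-mediated degradation. Cells plated overnight, compound pinned in, incubated overnight at 37 deg C.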
RXFP1 antag = RXFP1 (human) relaxin receptor antagonism; AID 1259400; HEK293-RXFP1, relaxin-stimulated cAMP HTRF, 30 min; hits give low values; activity change, negative = inhibition, % at 57.5 µM; 0.59% of 350,000 active; Q9HBX9;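 active means activity change of -60% or lower, but not beyond a set lower limit; inconclusive means change between -60% and -40%, or beyond the set limit; inactive means change above -40%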; further: on the % scale 0 is the no-effect control and ±100 the full control effect
D1 antag = antagonists of human D1 dopamine receptor. HEK293 TREx D1 cells, calcium flux, dopamine EC80; hits give low values. activity change, negative = inhibition, % at 10 µM. 3.2% of 360,000 active. AID 504652; in the data active means activity change below about -30%; further: on the % scale 0 is the no-effect control and ±100 the full control effect
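Allosteric or orthosteric antagonism assessed as attenuation of the calcium response to EC80 dopamine, added 180 s after compound, in induced HEK293 Trex D1 cells loaded with no-wash calcium dye.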
Vif-APOBEC3F blk = Vif-A3F binding inhibition; HeLa A3F-eYFP + Vif (tagged APOBEC3F with the HIV-1 protein that degrades it), YFP fluorescence increase; Potency, µM (titrated, usually from 46.1 µM), without a hit: top-dose activity, negative = active; 0.2% of 390,000 active; AID 602313; further: potency means the concentration at half of the fitted maximal effect; % of control where 0% means no effect; nearly all actives have a fitted effect of over 65% in size
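Fluorescence increase (Ex 488/Em 500-530) after overnight compound treatment at 37 deg C flags inhibition of Vif-driven A3F-eYFP loss in stable HeLa A3F-eYFP/Vif cells seeded overnight beforehand.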
D1 agonist = activates the human D1 dopamine receptor. P21728. HEK293 T-REx D1 cells, calcium flux, agonist mode. activation, % at 2 µM. 1% of 360,000 active; in the data active means activation above about 30%; further: 0% is about no effect
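Tetracycline-induced HEK293 TREx D1 cells, force-coupled to calcium signalling, were dye-loaded with a no-wash calcium kit. Compound was pin-added after a 10 s baseline. Fluorescence was read kinetically at 1 cycle/s for 180 s, with calcium rises flagged as agonism.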
D2 PAM = D2 dopamine receptor (human) potentiation | HEK293 T-REx D2, calcium flux, EC20 dopamine potentiation | potentiation, % at 10 µM | 0.34% of 340,000 active;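 active means potentiation over 3 SD above the plate norm, cut at about 30% in these data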; further: 0% is about no effect
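Tetracycline-induced Hek293 Trex D2 cells, force-coupled to calcium, loaded with no-wash calcium dye. Compound added with 180 s kinetic read for agonism, then EC20 dopamine and a further 180 s read for potentiation.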
The depositor's hits bear a star; ? = inconclusive; · = not tested or not shown; & = joins results of further samples. Unless noted, the call rests on the fitted dose curve; in most records, active means well fitted curve in the direction sought with a large enough effect; inconclusive means small, poorly fitted or top-dose-only effect, or another doubt; inactive means no such curve, though single readings can be large; an effect the other way counts as inactive or inconclusive.

SMILES	Glioma ERSR ind	D1 potentiator	RXFP1 ag	Vif-A3G inh	RXFP1 antag	D1 antag	Vif-APOBEC3F blk	D1 agonist	D2 PAM
O=[N+]([O-])c1ccc(O)c(/C=N/Nc2ccccc2[N+](=O)[O-])c1	-5%	-6	0.1%	-1%	-4	-23	0%	21	13
O=C(O)c1ccc(Oc2nc3ccccc3s2)cc1	-8%	·	·	-9%	-1	·	16%	·	·
N#CCCn1cc(C(=O)Nc2ccc([N+](=O)[O-])cc2)c(-c2cccs2)n1	1%	-8	3.0%	-11%	10	4	5%	4	-5
NS(=O)(=O)c1ccc(NC(=O)COC(=O)CCNC(=O)NC23CC4CC(CC(C4)C2)C3)cc1	-5%	-4	0.1%	0%	2	-22	0%	2	-5
O=C(Nc1ccccc1)N1CCC(C(=O)N2CCCC(C(F)(F)F)C2)CC1 (stereo not given)	-3%	-4	3.1%	-1%	-9	10	-3%	1	-1
C=CCOC(=O)C1=C(C)NC(SCC(=O)OCC)=C(C#N)C1c1ccc(C)cc1 (stereo not given)	3%	-7	4.5%	-7%	?	-5	1%	6	11
Cc1ccc(C(=O)N2CCc3cc(CNC(=O)c4ccccc4F)ccc32)cc1	0%	-3	4.4%	-2%	-2	-29	6%	1	-7
CC1CCN(C(=O)CCCl)c2ccccc21 (stereo not given)	-2%	·	·	-5%	-19	·	5%	·	·
COc1ccccc1-n1nnnc1SCC(=O)NC1CCCCC1	-4%	-5	-0.3%	1%	-1	-2	-1%	1	-4
CCCCOC(=O)Nc1nnc(/C=C/c2ccc(OC)cc2)s1	7%	-12	5.3%	-3%	11	0	-4%	-2	2
CCOc1ccc(CCNC(=O)c2nn(C)c3c2CS(=O)(=O)c2ccccc2-3)cc1OCC	-6%	-5	-0.5%	-9%	-8	-2	0%	2	-1
CCc1ccc(NC(=O)c2cccc(N3CCCS3(=O)=O)c2)cc1	-2%	-7	5.0%	3%	1	-22	-7%	1	0
COc1ccc(N2CCN(C(=O)COC(=O)Cc3c(F)cccc3Cl)CC2)cc1	-3%	1	-1.3%	1%	-2	-27	6%	11	-4
O=c1[nH]c(CSc2ncnc3sc(-c4ccccc4)cc23)nc2ccccc12	0%	-1	4.0%	0%	14	-2	-25%	1	1
CC(=O)c1ccc(S(=O)(=O)Nc2ccc(N3CCOCC3)cc2)cc1	-2%	-9	-4.2%	6%	-4	0	1%	4	7
CC1CC(c2ccccc2)n2nc(NC(=O)c3cccs3)nc2N1 (stereo not given)	0%	-3	-0.1%	-4%	-12	5	1%	2	3
CN(Cc1ccccc1Cl)C(=O)c1cnccc1C(F)(F)F	-4%	1	-1.5%	-1%	9	0	8%	2	-4
CCc1ccc(NC(=O)[C@@H](NC(=O)[C@@H]2Cc3ccccc3CN2)C(C)CC)cc1 (stereo not given in full)	-4%	2	5.3%	-6%	13	11	-4%	7	-5
O=C(CNC(=O)c1ccc(Br)cc1)NCC(=O)OCC(=O)c1ccccc1	-3%	10	1.8%	-3%	-10	12	-10%	-3	0
CC1CN(c2ccc([N+](=O)[O-])c(NCCOc3ccc(Cl)cc3)c2)CC(C)N1 (stereo not given)	-9%	-5	1.5%	-28%	-97*	-9	-1%	39*	-7

Limited to D1 antag, for some of the entries so far:
compound | D1 antag
O=c1[nH]c(CSc2ncnc3sc(-c4ccccc4)cc23)nc2ccccc12 | -2
CC(=O)c1ccc(S(=O)(=O)Nc2ccc(N3CCOCC3)cc2)cc1 | 0

(next part)
SMILES	Glioma ERSR ind	D1 potentiator	RXFP1 ag	Vif-A3G inh	RXFP1 antag	D1 antag	Vif-APOBEC3F blk	D1 agonist	D2 PAM
CC(C)Oc1cccc(C(=O)N/N=C/c2ccoc2)c1	-3%	-7	-0.7%	1%	-1	-1	2%	1	-2
O=C(CSc1ccc(Cl)cc1)NNC(=O)c1ccco1	1%	-1	-0.4%	-1%	5	8	0%	1	·
Cc1ccccc1NCC(=O)c1ccc(Br)cc1	-1%	-3	0.6%	-4%	9	20	-12%	-1	4
CCCOC(=O)c1ccc2c(c1)C(=O)N(c1ccccc1)C2=O	2%	-4	1.1%	3%	-3	-35*	-14%	7	1
Cc1nc2scc(C)n2c(=O)c1S(=O)(=O)N1CCN(c2ccccn2)CC1	-4%	·	25µM*	-1%	18	1	3%	7	7
COc1ccc(CCNC(=O)/C=C/c2ccc3ccccc3n2)cc1OC	-10%	-3	1.5%	-14%	-12	-25	1%	5	·
O=C(COc1c(Cl)cc(Cl)cc1Cl)c1ccc(Cl)cc1	-3%	0	4.1%	-1%	-12	-10	-1%	8	-2
O=C(CSc1nnc(-c2ccco2)o1)c1ccc(O)cc1O	2%	-9	4.5%	1%	7	14	-3%	4	8
Cc1occc1-c1nnc(SCC(=O)NC2(C#N)CCCC2)n1C	-1%	-4	0.6%	0%	7	-1	-14%	1	-1
COc1ccc(COC(=O)C2=C(C)NC(=O)NC2c2ccc(O)c(OC)c2)cc1 (stereo not given)	-1%	1	2.0%	-1%	4	-11	-2%	1	4
COc1cccc(N2CC(NC(=O)c3cc(Cl)ccc3OC)CC2=O)c1 (stereo not given)	0%	-3	1.1%	0%	1	·	3%	-1	-6
CC(=O)c1cccc(NC(=S)N2CCN(S(=O)(=O)c3ccc(F)cc3)CC2)c1	2%	-3	-3.8%	2%	-12	-10	6%	1	15
COCCCNC(=O)c1sc2nc(C)c(C(=O)Nc3ccc(C)cc3C)c(-c3ccccc3Cl)c2c1N	-2%	-1	5.7%	-4%	-13	-32*	-2%	1	15
O=C(CSc1n[nH]c(-c2cccs2)n1)N1CCOCC1	6%	·	·	-2%	-6	·	-8%	·	·
CCS(=O)(=O)c1ccc2c(c1)N(S(C)(=O)=O)CC(C(=O)NCCOC)O2 (stereo not given)	-7%	-4	-4.8%	1%	-2	-12	1%	4	4
Cn1cnnc1SCC(=O)Nc1ccc(N2CCOCC2)cc1	-4%	1	-0.7%	0%	-12	-2	1%	1	-13
Nc1c2c(nc3ccc(Br)cc13)N(c1ccccc1)CC2	5%	0	2.9%	3%	1	6	0%	7	9
C[N+]1(CCNC(=O)/C=N/O)CCCCC1	-2%	4	-2.1%	1%	0	-18	3%	4	-5
Cc1c(CC(=O)Nc2ccc(Cl)cc2)sc2ccc(Cl)cc12	1%	-3	19%	-4%	-15	-2	-21%	7	-14
COc1ccccc1CCNC(=O)CSc1nc(=O)[nH]c2c1CCC2	0%	-7	2.9%	-1%	1	-2	-6%	1	1

Ordered by number of heavy atoms (low to high): twelve of the compounds above
SMILES	Glioma ERSR ind	D1 potentiator	RXFP1 ag	Vif-A3G inh	RXFP1 antag	D1 antag	Vif-APOBEC3F blk	D1 agonist	D2 PAM
C[N+]1(CCNC(=O)/C=N/O)CCCCC1	-2%	4	-2.1%	1%	0	-18	3%	4	-5
O=C(COc1c(Cl)cc(Cl)cc1Cl)c1ccc(Cl)cc1	-3%	0	4.1%	-1%	-12	-10	-1%	8	-2
Nc1c2c(nc3ccc(Br)cc13)N(c1ccccc1)CC2	5%	0	2.9%	3%	1	6	0%	7	9
Cc1c(CC(=O)Nc2ccc(Cl)cc2)sc2ccc(Cl)cc12	1%	-3	19%	-4%	-15	-2	-21%	7	-14
Cn1cnnc1SCC(=O)Nc1ccc(N2CCOCC2)cc1	-4%	1	-0.7%	0%	-12	-2	1%	1	-13
Cc1occc1-c1nnc(SCC(=O)NC2(C#N)CCCC2)n1C	-1%	-4	0.6%	0%	7	-1	-14%	1	-1
COc1ccccc1CCNC(=O)CSc1nc(=O)[nH]c2c1CCC2	0%	-7	2.9%	-1%	1	-2	-6%	1	1
CCS(=O)(=O)c1ccc2c(c1)N(S(C)(=O)=O)CC(C(=O)NCCOC)O2 (stereo not given)	-7%	-4	-4.8%	1%	-2	-12	1%	4	4
Cc1nc2scc(C)n2c(=O)c1S(=O)(=O)N1CCN(c2ccccn2)CC1	-4%	·	25µM*	-1%	18	1	3%	7	7
CC(=O)c1cccc(NC(=S)N2CCN(S(=O)(=O)c3ccc(F)cc3)CC2)c1	2%	-3	-3.8%	2%	-12	-10	6%	1	15
COc1ccc(COC(=O)C2=C(C)NC(=O)NC2c2ccc(O)c(OC)c2)cc1 (stereo not given)	-1%	1	2.0%	-1%	4	-11	-2%	1	4
COCCCNC(=O)c1sc2nc(C)c(C(=O)Nc3ccc(C)cc3C)c(-c3ccccc3Cl)c2c1N	-2%	-1	5.7%	-4%	-13	-32*	-2%	1	15

Going on with the list:
SMILES	Glioma ERSR ind	D1 potentiator	RXFP1 ag	Vif-A3G inh	RXFP1 antag	D1 antag	Vif-APOBEC3F blk	D1 agonist	D2 PAM
CCCCCCCCCCOC(=O)Cn1c(COc2ccc(OC)cc2)[n+](C)c2ccccc21	-12%&-13%	-4&-3	0.7%&3.9%	-2%&-5%	-2&-37	-18&-1	3%&2%	139*	-21&7
Cc1ccc(N(C(=O)CCl)C(C(=O)NC2CCCCC2)c2cccnc2)cc1C (stereo not given)	-10%	-4	-1.3%	-23%	2	-10	2%	0	-5
CCN(CC)CCCNC(=O)CN1N=C(c2ccccc2)CCC1=O	-1%	-1	-2.9%	0%	-5	-13	1%	-3	-9
Cn1c(-c2cc(Cl)ccc2O)nc2c1c(=O)[nH]c(=O)n2Cc1ccccc1	-2%	7	3.9%	-8%	-18	17	5%	17	11
COc1ccc(Cl)cc1NC(=O)C1(c2cccs2)CCOCC1	-6%	0	-2.7%	-11%	1	4	4%	3	7
NC(=O)CC12CC3CC(C1)CC(CC(N)=O)(C3)C2	-3%	-1	0.8%	-1%	-1	·	-3%	-1	7
CC(=O)Nc1c(N)c2ccccc2oc1=O	-4%	14	0.8%	-2%	4	0	9%	3	5
CC1CN(c2ccc(Oc3ccccc3)cc2)c2nc3c(c(=O)[nH]c(=O)n3C)n2C1 (stereo not given)	-9%	-1	-0.7%	0%	-11	-6	-6%	0	-6
COc1ccc(S(=O)(=O)N2CCN(c3cccc(C)c3C)CC2)c2ccccc12	-1%	-1	-0.7%	2%	·	7	4%	0	3
CN(C(=O)Cn1cnc([N+](=O)[O-])n1)C1CCCCC1	-1%	-12	-0.6%	-3%	11	0	-27%	2	12

An excerpt; count on the stated rates, not on these rows.
